AmpC detergent: qHTS Inhibitors of AmpC Beta-Lactamase (assay with detergent). AID 485294, 2010. P00811. Potency, µM (highest dose often 114 µM), inactives show at the highest dose activity change, negative = inhibition, actives largely listed as inhibitors. AmpC hydrolysis of nitrocefin, absorbance 480 nm, 0.01% Triton. actives 0.041% (n = 370,000);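 note: potency is the fitted concentration of half-maximal effect; 0% = no-compound wells and -100% = no-enzyme wells; nearly all actives have a fitted effect of over 25% in size; some results filed as inactive show a strong effect at the top dose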
Target sequence (P00811 whole entry, looked up): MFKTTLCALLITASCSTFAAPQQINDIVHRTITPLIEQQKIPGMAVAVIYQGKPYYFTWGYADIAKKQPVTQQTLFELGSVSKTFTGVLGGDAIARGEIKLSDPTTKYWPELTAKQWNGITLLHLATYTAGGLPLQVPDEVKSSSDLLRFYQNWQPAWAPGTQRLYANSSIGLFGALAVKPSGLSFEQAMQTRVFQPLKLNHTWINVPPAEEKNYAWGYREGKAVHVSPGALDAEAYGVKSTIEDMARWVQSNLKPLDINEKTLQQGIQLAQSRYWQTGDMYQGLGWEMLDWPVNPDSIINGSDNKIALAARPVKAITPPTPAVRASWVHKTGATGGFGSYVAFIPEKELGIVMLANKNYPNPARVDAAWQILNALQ
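AmpC (5.3 nM in the dispensed reagent) in 20 mM phosphate pH 7.0 with 0.01% (detergent screen) or 0.0001% Triton X-100 was preincubated with compounds for 15 min at room temperature. Nitrocefin was then added from an 800 uM solution, and hydrolysis was followed at 480 nm.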
HCV inh: qHTS Assay for Inhibitors of Hepatitis C Virus (HCV). Huh7.5.1 HCVcc-Cre infection, luciferase reporter, 44 h. Potency, µM (series often up to 41.8 µM), without a hit: top-dose activity change, negative = inhibition, hits mostly inhibitors. actives 3.4% (n = 340,000). AID 651820, 2012; note: potency is the fitted concentration of half-maximal effect
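Antiviral activity was scored by luciferase reporter output from cells infected with HCVcc-Cre (~0.5 moi) in presence of compound, 44 h infection period, cells seeded 1,000/well 4 h prior.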
Sm TGR inh: qHTS Assay for the Inhibitors of Schistosoma Mansoni Peroxiredoxins; Schistosoma mansoni thioredoxin glutathione reductase (TGR), Q962Y6; purified TGR, DTNB reduction, TNB absorbance 405 nm; Potency, µM (top dose mostly 114 µM), for inactives: at the top dose activity change, negative = inhibition, most hits filed as inhibitors; actives 3% (n = 360,000); note: potency is the fitted concentration of half-maximal effect; nearly all actives have a fitted effect of over 60% in size
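First, TGR (20 nM dispensed) and NADPH were mixed with compound. Second, a 15 min room-temperature incubation followed. Third, further NADPH and then DTNB were added to start the reaction. Finally, TNB absorbance was monitored kinetically.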
HCMV antiviral: qHTS Assay for inhibitors of the human cytomegalovirus (HCMV). HFF cells, HCMV-luciferase reporter, 72 h; stronger effect = lower value. activity change, negative = inhibition, % at 57.5 µM. actives 4.5% (n = 410,000); in the data active = activity change below about -60%; inconclusive = no clear call, values can overlap the other calls; inactive = above about -39%
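Compounds were evaluated in HFFs infected with an HCMV luciferase reporter virus (MOI 1 PFU/cell). Luciferase in lysates collected 72 h post infection served as the replication measure.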
FBPA Giardia inh: qHTS Assay for Inhibitors of Fructose-1,6-bisphosphate Aldolase from Giardia Lamblia. AID 2451, 2010. actives 0.71% (n = 290,000). Potency, µM (doses to about 59.6 µM), without a hit: top-dose activity, negative = inhibition, usual class: inhibitors. A8B2U2. purified Giardia FBPA; note: potency is the fitted concentration of half-maximal effect; nearly all actives have a fitted effect of over 55% in size
Target sequence (A8B2U2 whole entry, looked up): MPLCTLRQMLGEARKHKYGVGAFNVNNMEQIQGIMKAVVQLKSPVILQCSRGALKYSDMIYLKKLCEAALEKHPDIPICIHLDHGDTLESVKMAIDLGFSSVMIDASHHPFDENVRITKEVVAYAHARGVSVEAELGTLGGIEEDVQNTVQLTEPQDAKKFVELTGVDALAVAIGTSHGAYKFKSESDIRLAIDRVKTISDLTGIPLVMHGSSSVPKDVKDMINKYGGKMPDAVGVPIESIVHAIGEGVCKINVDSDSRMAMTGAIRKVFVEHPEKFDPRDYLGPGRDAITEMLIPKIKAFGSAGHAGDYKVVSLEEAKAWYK
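Giardia FBPA (40 nM reagent) was preincubated 10 min at RT with compound (up to 57.5 uM final), then substrate plus GAPDH/TPI/NAD/arsenate coupling system with diaphorase/resazurin was added; resorufin fluorescence (525/598 nm) was read after 20 min.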
AMA1-RON2 inh: qHTS for Inhibitors of AMA1-RON; Towards Development of Antimalarial Drug Lead: Primary Screen | Plasmodium falciparum AMA1 (3D7) - RON2 peptide interaction | AlphaScreen AMA1-biotinylated RON2 peptide binding | Potency, µM (titrated, usually from 58.2 µM), for inactives: top-dose activity change, negative = inhibition, most hits filed as inhibitors | actives 0.2% (n = 360,000);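 note: potency is the fitted concentration of half-maximal effect; 0% = vehicle wells and -100% = peptide control; nearly all actives have a fitted effect of over 45% in size; some results filed as inactive show a strong effect at the top dose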
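AMA1 (3D7) with his tag at 25 nM final met compounds first, then biotinylated RON2 peptide at 25 nM; detection used donor plus acceptor beads, 10 µg/mL apiece, read by AlphaScreen after 30 min at room temperature.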
The depositor's hits bear a star; ? = inconclusive; nt = no result given; & = joins results of further samples; [ ] = remark or other dose. Unless noted, calls come from the whole dose curve; as a rule, active = well fitted curve in the direction sought with a large enough effect; inconclusive = small, poorly fitted or top-dose-only effect, or another doubt; inactive = no such curve, though single readings can be large; an effect the other way counts as inactive or inconclusive. Unless noted, % is set by controls: 0 for no effect and ±100 for the full control effect.

The line under a structure holds: AmpC detergent | HCV inh | Sm TGR inh | HCMV antiviral | FBPA Giardia inh | AMA1-RON2 inh
> CC(=O)OC1CCC2C3CCC4=C(CC(F)C(=O)C4)C3CCC12C (centres undefined)
 : nt | ? | nt | -18 | nt | -2%
> C[C@H]1CN[C@H](CCO)/C1=C\c1ccccc1
 : nt | 3% | nt | 2 | nt | 0%
> Cc1ccc(NC(=O)NC2CCCCC2)cc1Cl
 : -12% | -2% | -3% | 46 | 0% | 3%
> CC(=O)N1CCC(O)(c2cccc(C(F)(F)F)c2)CC1
 : -17% | 2% | 8% | -7 | 3% | 7%
> COc1cccc(-n2ccnc2SCC(=O)Nc2cccc3ccccc23)c1
 : 0% | nt | -9% | -18 | nt | nt
> Cc1ccc(CN(C)CC(=O)NC(C)c2ccccc2)cc1 (centres undefined)
 : ? | 3% | -7% | -16 | -5% | -19%
> O=C(Nc1ccc(S(=O)(=O)N2CCOCC2)cc1)C1CC1
 : -1% | 3% | -3% | -15 | 2% | -3%
> Cc1ccc2[nH]c(=O)c(CN(CC3CCCO3)C(=O)c3ccncc3)cc2c1 (centres undefined)
 : 2% | 12% | -29% | -39 | 10% | 6%
> COc1ccc(C2Oc3nc(SC)nnc3-c3ccccc3N2C(C)=O)cc1 (centres undefined)
 : -1% | nt | -5% | -16 | nt | nt
> CCCC(C)C(=O)Nc1cc([N+](=O)[O-])ccc1Cl (centres undefined)
 : 6% | -20% | -4% | ? | 0% | 1%
> Cc1ccsc1C(=O)OCC(=O)NC1CCCC1
 : 3% | ? | 3% | -17 | nt | -4%
> O=C(COC(=O)c1cc(S(=O)(=O)N2CCOCC2)ccc1O)NCCc1ccccc1
 : 3% | 14% | 0% | 4 | -1% | -26%
> CCC(=O)Oc1ccc(C(=O)Nc2ccccc2C(=O)NCC(C)C)cc1
 : ? | -18% | 11% | ? | 0% | -11%
> O=C(NC1CCCC1)C(c1ccc(N2CCOCC2)cc1)N(C(=O)c1ccco1)c1ccccc1F (centres undefined)
 : -9% | 9% | nt | -36 | -2% | 4%
> COc1cccc(CN2CCNC(=O)C2CC(=O)N(C)CC2CCOCC2)c1OC (centres undefined)
 : -8% | 3% | ? | 8 | -13% | 15%
> COc1ccc(/C=C2\CCc3ccccc3C2=O)cc1OC
 : -2% | 0% | -14% | ? | -2% | ?
> Cc1c(C(=O)NC2CCCc3ccccc32)oc2ccc(S(=O)(=O)N3CCCC3)cc12 (centres undefined)
 : -5% | ? | 4% | 15 | 0% | 0%
> COc1ccc(S(=O)(=O)N2CCCCCC2)cc1C(=O)N(C)Cc1ccc(OC)c(OC)c1OC
 : -14% | 7% | -1% | -10 | nt | 70%[activator]
> COC(=O)C1=C(c2ccc(F)cc2OCc2ccccc2)C[C@@H]2CC[C@H]1N2C
 : -5% | 9% | -4% | -18 | nt | -3%
> O=S(=O)(NCc1ccccc1)c1ccccc1NCCc1ccccc1
 : nt | ? | nt | 7 | nt | 26%
> COc1ccc(C(=O)Nc2ccc(S(=O)(=O)N3CCCC3)cc2)cc1
 : 1% | ? | -12% | ? | -7% | -4%
> CCOc1ccc(S(=O)(=O)Nc2ccn(C)n2)cc1
 : -7% | -22% | -12% | 22 | nt | 2%
> COC(=O)c1c(NC(=O)c2c(Cl)cnn2C)sc(C)c1C
 : -4% | -26% | -20% | ? | 4% | 10%
> COC(=O)[C@@]1(Cc2ccc(OC)cc2)[C@H]2c3cc(C(=O)N4CCCC4)n(CCc4c[nH]c5ccccc45)c3C[C@H]2CN1C(=O)c1ccccc1
 : nt | nt | nt | -8 | -9% | -26%
> CCOc1ccc(-c2ccc(NS(=O)(=O)c3ccc([N+](=O)[O-])cc3)cc2)nn1
 : 2% | 2% | 3% | ? | -1% | 5%
> CCOC(=O)c1ccccc1NC(=O)CSc1cn(CC(=O)N2CCCCCC2)c2ccccc12
 : 16% | nt | -3% | -31 | nt | nt
> Cc1cccc(CN2C(=O)CCSc3ccc(Cl)cc32)c1
 : 3% | 5% | 7% | -9 | 1% | 5%
> CC(C)(CC(=O)O)CC(=O)O
 : ? | 13% | -19% | 7 | -1% | 0%
> Cc1ccc(C2(C)NC(=O)N(CC(=O)Nc3ccc(-c4nc5ccc(C)cc5s4)cc3)C2=O)cc1 (centres undefined)
 : -3% | ? | -9% | -7 | -2% | -1%
> O=C(c1ccc(-c2ccccc2)cc1)c1ccc([N+](=O)[O-])cc1
 : 2% | nt | 9% | nt | 5% | nt

Other structures.
The line under a structure holds: AmpC detergent | HCV inh | Sm TGR inh | HCMV antiviral | FBPA Giardia inh | AMA1-RON2 inh
> O=C(OCCCN=C1NS(=O)(=O)c2ccccc21)c1ccc(F)cc1
 : -4% | -14% | -21% | 21 | -2% | -11%
> Cc1ccc(CNC(=O)CCN2C(=O)[C@@H]3Cc4ccccc4CN3C2=O)cc1
 : -7% | 17% | -6% | -32 | nt | 10%
> Cc1c(C)c2ccc(OCC(=O)N3CCN(c4ccccc4)CC3)cc2oc1=O
 : -13% | -20% | -11% | nt | 6% | -10%
> COc1ccc(C(=O)C2CCCN(Cc3ccc(Sc4nncn4C)o3)C2)cc1F (centres undefined)
 : -6% | -10% | -9%[57.1 µM] | -28 | 0% | -8%
> C/C(=N\NC(=O)CNc1ccc(F)cc1)c1cc2ccccc2o1
 : -5% | ? | 6% | 1 | -21% | 13%
> O=c1c(-c2ccc(O)cc2)coc2cc(OC3OC(CO)C(O)C(O)C3O)cc(O)c12 (centres undefined)
 : ? | 4%[8.37 µM] | -9% | 76 | -10% | 3%
> CCOc1ccccc1N1CC(c2nc3ccccc3n2CCOc2ccccc2)CC1=O (centres undefined)
 : 20% | nt | 5% | -13 | nt | nt
> O=C(COC(=O)CCCc1nc2ccccc2s1)Nc1ncc(Cl)cc1Cl
 : ? | 4% | -8% | 17 | 1% | -1%
> CCCC1(CCC)NC(=O)NC1=O
 : -11% | 6% | -8% | 33 | 0% | 0%
> C=CCn1c(-c2cccc3ccccc23)n[nH]c1=S
 : -6% | 4% | 0% | ? | -2% | -10%
> CSc1ccc(/C=N/NC(=O)c2ccccc2Cl)cc1
 : -1% | ? | -3% | 60 | -1% | -18%
> Cc1cc(OCC(O)CN2CCOCC2)cc(C)c1Cl (centres undefined)
 : -15% | 16% | -24% | 7 | ? | -14%
> Cc1ccccc1NCCC(=O)Nc1ccc(F)cc1
 : 7% | 6% | 7% | -10 | 0% | -2%
> COC(=O)CN1C(=O)C(C)(C)c2cc(S(=O)(=O)Nc3ccc(C(C)C)cc3)ccc21
 : 3% | nt | 11% | 10 | nt | nt
> COc1ccc(/C=N/OCC(=O)N2CC3(C)CC2CC(C)(C)C3)cc1 (centres undefined)
 : 1% | ? | 14% | -37 | 0% | 1%
> COc1ccccc1OCc1nc(C#N)c(N2CCCC2)o1
 : 4% | -19% | 16% | 8 | -1% | -11%
> CN(C)CCCN(C(=O)COc1ccccc1)c1nc2ccc(Cl)cc2s1
 : 1% | ? | 10% | 0 | -6% | -14%
> CN(C(=O)Oc1cccc2cccnc12)c1ccccc1
 : 0% | 11% | -2% | -2 | -7% | -2%
> C#CCOCCOCCOCCNc1nc(N2CCN(C(=O)Cn3cc(CCCN=C(N)N)nn3)CC2)nc(N2CCN(C(=O)[C@H](CCCCN)n3cc(CC(C)O)nn3)CC2)n1 (some centres undefined)
 : -10% | 21% | -21% | -1 | nt | -2%
> CCC(=O)Nc1ccc(C(=O)NNC(=O)c2ccc(C)cc2)cc1
 : 4% | 6% | 1% | 0 | 10% | -2%
> CN(C)CC1(C)Cc2ccsc2C1O (centres undefined)
 : nt | 16% | nt | 7 | nt | 0%
> COc1ccccc1NC(=O)c1ccc2nc(-c3ccccc3)c(-c3ccccc3)nc2c1
 : 2% | ? | 9% | -7 | 4% | -1%
> CCCN(CCC)C(=O)c1cn(CC)c2ccc(S(=O)(=O)N3CCCCC3)cc2c1=O
 : 2%&1% | -3% | -16%&25% | -32&0 | 4% | 0%
> COc1ccccc1C=NNC(=O)C(=O)NN=Cc1ccccc1OC
 : nt | -11% | nt | 2 | nt | 78%[activator]
> O=C(Nc1cc(Cl)ccc1-n1cncn1)c1ccc([N+](=O)[O-])o1
 : ? | ? | ? | 6 | nt | -11%
> CCCN(Cc1ccc(N(C)C)cc1)CC1CC1
 : -1% | 7% | -5% | 7 | ? | -8%
> CC(=O)c1cccc(NC(=O)C2CCCN2S(=O)(=O)c2cccc3nsnc23)c1 (centres undefined)
 : 1% | 10% | -6% | -35 | 6% | -3%
> O=C(COC(=O)C1(c2ccccc2F)CCCC1)Nc1ncc(C(F)(F)F)cc1Cl
 : ? | 1% | 2% | -11 | 2% | -2%[11.6 µM]
> CC(NS(=O)(=O)c1cccc(C(=O)NCc2ccncc2)c1)c1ccccc1 (centres undefined)
 : 7% | -9% | -21% | -100* | nt | 1%
> O=C(Nc1ccc(Cl)cc1)c1cc(S(=O)(=O)Nc2ccccn2)ccc1Cl
 : 2% | 2% | 7% | -27 | 1% | 34%[activator]

Next section:
The line under a structure holds: AmpC detergent | HCV inh | Sm TGR inh | HCMV antiviral | FBPA Giardia inh | AMA1-RON2 inh
> Cc1ccccc1Nc1c(-c2c[nH]c3ccccc23)nc2ccc(Cl)cn12
 : -9% | nt | -1% | 25 | nt | nt
> O=C(O)CCn1cc(C=C2C(=O)NC(=S)NC2=O)c(-c2cccc(Cl)c2)n1
 : 1% | 6% | 32µM* | -24 | -8% | -11%
> CCOC(=O)Cn1c(=O)oc2cc(S(=O)(=O)NCCCc3ccccc3)ccc21
 : ? | 9%&4% | -13% | 64 | 1% | -5%
> C=CCNC(=S)NCC1COc2ccccc2O1 (centres undefined)
 : -4% | 5% | -11% | 31 | -13% | 0%
> O=c1cc(NCc2ccco2)c2ccccc2o1
 : -2% | -2% | -27% | 9 | -3% | 2%
> COC(=O)c1ccc2[nH]c(C3(O)CCCCC3)c(C)c2c1
 : nt | -18% | nt | -20 | nt | -10%
> Cc1c(C(N)=O)sc2ncn(CCOc3ccccc3)c(=O)c12
 : 5% | 3% | 15% | 33 | 1% | -8%
> Cc1cccnc1-n1c(CN2C(=O)c3ccccc3C2=O)nc2ccccc2c1=O
 : ? | 6% | 0% | ? | 0% | -11%
> CCOc1ccc(N(CC(=O)Nc2cccc(Br)c2)S(C)(=O)=O)cc1
 : 11% | ? | 9% | 29 | -4% | -4%
> CC(C(=O)O)N1C(=O)C2C3c4ccccc4C(c4ccccc43)[C@@H]2C1=O (some centres undefined)
 : -8% | 3% | -22% | 56 | 0% | -7%
> Cc1cc(/C=C2\Cc3ccccc3C2=O)c(C)n1-c1ccccc1
 : -3% | ? | -24% | ? | ? | -7%

Screening results (PubChem)
